TDP1 cell noCPT: qHTS for Inhibitors of human tyrosyl-DNA phosphodiesterase 1 (TDP1): qHTS in cells in absence of CPT. AID 686978, 2013. DT40 Tdp1-/- hTDP1 cells, no CPT, ATP luminescence, 48 h. 420,000 compounds, 15% hits. Potency, µM (titrated, usually from 46.2 µM), for inactives: top-dose activity change, negative = growth inhibition, usual class: inhibitors; further: nearly all actives have a fitted effect of over 55% in size
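Growth kinetics read by CellTiter-Glo luminescence after ≥48 hr at 37 °C. Cells: DT40 Tdp1-/- stably carrying human TDP1, 400 per well, compound exposure in the absence of CPT (DMSO vehicle).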
KAT2A inh: blocks human GCN5L2 histone acetyltransferase; GCN5L2 HAT assay, ThioGlo1 CoA-SH fluorescence; 390,000 compounds, 0.21% hits; AID 504327; Potency, µM (titrated, usually from 58.9 µM), without a hit: at the highest dose activity change, negative = inhibition, usual class: inhibitors
Target sequence (Q92830 whole entry, looked up): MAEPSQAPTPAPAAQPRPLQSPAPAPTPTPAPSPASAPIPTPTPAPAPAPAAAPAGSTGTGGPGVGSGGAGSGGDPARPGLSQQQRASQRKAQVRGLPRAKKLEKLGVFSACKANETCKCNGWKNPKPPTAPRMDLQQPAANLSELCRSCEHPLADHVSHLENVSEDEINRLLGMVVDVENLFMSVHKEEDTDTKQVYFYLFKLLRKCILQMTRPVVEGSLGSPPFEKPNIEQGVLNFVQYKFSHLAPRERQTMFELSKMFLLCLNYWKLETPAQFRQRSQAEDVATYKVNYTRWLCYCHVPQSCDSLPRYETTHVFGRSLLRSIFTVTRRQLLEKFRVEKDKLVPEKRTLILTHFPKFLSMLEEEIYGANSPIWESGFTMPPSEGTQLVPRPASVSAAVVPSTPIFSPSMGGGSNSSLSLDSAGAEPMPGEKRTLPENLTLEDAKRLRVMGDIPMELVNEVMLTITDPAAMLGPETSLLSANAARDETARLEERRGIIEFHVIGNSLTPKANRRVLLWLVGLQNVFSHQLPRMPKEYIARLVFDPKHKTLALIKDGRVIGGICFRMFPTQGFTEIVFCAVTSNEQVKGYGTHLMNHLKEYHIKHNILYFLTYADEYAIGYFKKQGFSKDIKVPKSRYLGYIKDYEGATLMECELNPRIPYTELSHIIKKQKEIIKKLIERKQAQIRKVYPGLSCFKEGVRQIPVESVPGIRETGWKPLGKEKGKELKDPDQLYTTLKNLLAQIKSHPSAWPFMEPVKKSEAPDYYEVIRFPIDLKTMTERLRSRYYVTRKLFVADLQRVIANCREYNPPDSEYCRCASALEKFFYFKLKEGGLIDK
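Free CoA generated was detected with ThioGlo1 (50uM) fluorescence at Ex340nm/Em540nm, read immediately and after 20 min at room temperature. Enzyme, 20 nM in HEPES pH 7.5 buffer, saw compounds 15 min before adding 75uM H3(1-25) peptide and 70uM acetyl-CoA.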
TDP1 cell CPT: DT40-hTDP1 cell growth loss with CPT. chicken DT40 Tdp1-/-;hTDP1 cells + 20 nM CPT, ATP luminescence, 48 h. Potency, µM (top dose mostly 46.2 µM), for inactives: at the top dose activity change, negative = growth inhibition, actives largely listed as inhibitors. 420,000 compounds, 12% hits; further: nearly all actives have a fitted effect of over 55% in size
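Chicken DT40 Tdp1-/- cells stably complemented with human TDP1 were seeded at 400 cells/well in medium containing 20 nM camptothecin, exposed to pin-transferred compounds, and grown at 37 °C for at least 48 hr. Viability was read as ATP luminescence.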
An asterisk follows results filed as active; u = inconclusive; x = no result given; & = joins results of further samples; [ ] = remark or other dose. The call rests on the fitted dose curve; in most records, active means well fitted curve in the direction sought with a large enough effect; inconclusive means small, poorly fitted or top-dose-only effect, or another doubt; inactive means no such curve, though single readings can be large; an effect the other way counts as inactive or inconclusive. On the % scale 0 is the no-effect control and ±100 the full control effect; potency means the concentration at half of the fitted maximal effect.

| Molecule | TDP1 cell noCPT | KAT2A inh | TDP1 cell CPT |
| --- | --- | --- | --- |
| COc1ccc(C2=CC(=O)C[C@H](c3ccc(F)cc3)C2)c(F)c1F | u | -7% | u |
| CN(C(=O)c1ccc(N2CCCCC2)c([N+](=O)[O-])c1)C1(C)CCS(=O)(=O)C1 (centres undefined) | u | -19% | -26% |
| COc1cccc2c(=O)c3ccoc3n(C)c12 | -4%[9.04 µM] | 7% | -2%[9.04 µM] |
| Cc1ccccc1Cn1c(-c2cncs2)nc2ccccc21 | u | -8% | u |
| Cn1cccc1C(=O)NNC(=O)COc1ccc(C#N)cc1 | -19% | -1% | -6% |
| CN(CC(=O)Nc1ccc(Cl)c(C(F)(F)F)c1)C(=O)CCNC(=O)c1ccco1 | u | -2% | u |
| N#CC(OC(=O)c1ccccc1)c1cccc([N+](=O)[O-])c1 (centres undefined) | -12% | x | 4% |
| CN1C(=O)c2ccccc2Sc2ccc(NC(=O)N3CCOCC3)cc21 | u | -4% | 1% |
| CCN(CC)c1ncnc2c1ncn2[C@H]1CN(Cc2ccco2)C[C@@H](CO)O1 | -18% | x | u |
| CCOc1ccccc1NS(=O)(=O)c1ccc2c(c1)oc(=O)n2C | -19% | -9% | -20% |
| O=C(CCNC(=O)c1ccco1)Nc1ccc(SC(F)F)cc1 | 18% | -5% | 1% |
| Cc1cccc(NC(=O)N2CCC(n3nnc4cc(C)ccc43)CC2)c1 | u | -5% | -8% |
| COC(=O)CN1C(=O)[C@H]2[C@@H](c3ccc(C)o3)N3C(=O)CN(Cc4ccccc4)C(=O)[C@@]3(C)[C@H]2C1=O | -2% | 1% | -1% |
| Cc1nn(C(=O)c2c(F)cccc2F)c(C)c1S(=O)(=O)N1CCOCC1 | 2% | -7% | 7% |
| Cc1nn(C)c2c1NC(=O)CS2 | -7% | x | 9% |

The final 2 entries of the part above are carried over, then new ones follow:
| Molecule | TDP1 cell noCPT | KAT2A inh | TDP1 cell CPT |
| --- | --- | --- | --- |
| Cc1nn(C(=O)c2c(F)cccc2F)c(C)c1S(=O)(=O)N1CCOCC1 | 2% | -7% | 7% |
| Cc1nn(C)c2c1NC(=O)CS2 | -7% | x | 9% |
| COC(CNC(=S)Nc1ccc([N+](=O)[O-])cc1)OC | 4% | -2% | 1% |
| Cc1nc(C)c(-c2ccc(SCC(=O)Nc3ccc(C)c(F)c3)nn2)s1 | -28% | -4% | -22% |
| COc1ccc2c(c1OC)C(=O)N(c1cccc(C(F)(F)F)c1)C2 | u | -23% | u |
| O=C(Nc1nnc(-c2ccc(Cl)cc2)o1)Nc1ccccc1Cl | u | -22% | u |
| COc1ccc(NC(=O)C2CCN(C(=O)Nc3ccc(C)cc3)CC2)cc1OC | 0% | 0% | 14% |
| O=C(Nc1ccc(F)cc1F)c1ccc(-n2cccn2)nc1 | u | -7% | u |
| O=C(CCl)NC(Cc1ccccc1)c1ccccc1 (centres undefined) | 23µM* | 2% | 15µM* |
| CCOC(=O)c1c(C)nc2cc(C)cc(C)n12 | -9% | -14% | 1% |
| CC(=O)NC(=S)Nc1ccc(S(=O)(=O)N2CCOCC2)cc1 | -17% | -3% | 16% |
| COc1ccc(-c2cc3cc4c(cc3cn2)OCO4)cc1 | -18% | 1% | -20% |
| O=C(C1CC1)N1CCN(S(=O)(=O)c2ccc3c(c2)OCCO3)CC1 | -19% | -5% | -6% |
| CCOC(=O)[C@@H]1[C@H]2COc3ccccc3[C@H]2N2C(=O)N(c3ccccc3)C(=O)[C@]12C | -16% | -9% | -16% |
| O=C(Nc1ccc(-c2csnn2)cc1)C1CC1 | u | 4% | u |
| COc1ccc(C)cc1-n1c(SCC(=O)N2CCOCC2)nc2ccccc2c1=O | -17% | x | -13% |
| COc1ccc2c(=O)c(-c3ccc(C)cc3)c(-c3ccccc3)oc2c1 | 7.3µM* | -5% | 12µM* |
| CC1(C)CC1C(=O)Nc1ccc([N+](=O)[O-])cc1Br (centres undefined) | u | 0% | 4% |
| O=C(Nc1ccccc1N1CCOCC1)c1cnccn1 | u | u | -22% |
| Cc1ccnc(NC(=O)Cn2cc([N+](=O)[O-])cn2)c1 | 25% | -2% | 25% |
| COc1ccc(C2(C)CC(=O)NC2=O)cc1 (centres undefined) | 23% | 2% | -11% |
| COc1ccc(S(=O)(=O)NC(=O)C2(C)CCN2C(=O)Cc2ccc(C(C)(C)C)cc2)cc1 (centres undefined) | -13% | x | -1% |
| COc1ccccc1NS(=O)(=O)c1cccc(C(=O)NNC(=O)c2ccc(=O)[nH]c2)c1 | 14% | -4% | 4% |
| O=C(CN(C(=O)CCC(=O)Nc1nccs1)c1ccc(F)cc1)NCc1ccco1 | -7% | -3% | -17% |
| COCCN(Cc1ccccc1)C(=O)c1cccc(S(=O)(=O)N(C)c2c(C)n(C)n(-c3ccccc3)c2=O)c1 | -24% | -7% | u |
| O=C(COC(=O)CNS(=O)(=O)c1ccc2ccccc2c1)Nc1ccc2c(c1)OCO2 | -11% | -1% | -25% |
| CC1(Cc2ccccc2F)C(=O)Nc2c(Cl)ccc(Cl)c21 (centres undefined) | u | x | u |
| O=C(Nc1ccc(NC(=O)c2cccc([N+](=O)[O-])c2)cc1)c1cccc([N+](=O)[O-])c1 | -37% | -19% | -1% |
| O=C(O)c1cccc(N=NN2CCCCCC2)c1 | 0% | -1% | 6% |
| COc1cc(C(=S)N2CCOCC2)ccc1OS(=O)(=O)c1ccc(NC(C)=O)cc1 | 9.2µM* | -1% | 18µM* |
| Cc1ccc(CN2C(=O)CSCC2(C)C(=O)NCc2ccccc2)cc1 (centres undefined) | u | x | 21µM* |
| Cc1ccc(S(=O)(=O)NCC(=O)OCC(=O)N2CCN(C(=O)c3ccco3)CC2)cc1C | -13% | 0% | -4% |
| COc1ccc(/C=C2/C(=O)OCc3cc(OC)c(OC)cc32)c(OC)c1 | 29µM* | 31%[activator] | u |
| O=C(NCCCN1CCOCC1)c1ccc(S(=O)(=O)Nc2ccccc2F)cc1 | u | -4% | u |
| CN(c1ccccc1)S(=O)(=O)c1cccc(NC(=O)c2nn(C)c(=O)c3ccccc23)c1 | u | -12% | u |
| C=C(C)CSC1=C(C#N)C(c2ccccc2)CC(=O)N1 (centres undefined) | -14% | x | -16% |
| C/C(N)=C(/C#N)C(=O)CSc1ncnc2ccccc12 | u | -6% | u |
| COC(=O)c1cc(NC(=O)CC2C(=O)NCCN2C(=O)c2ccc(F)cc2)cc(C(=O)OC)c1 (centres undefined) | 0% | -2% | -7% |
| CC(NC(=S)Nc1ccccc1)C1COc2ccccc2O1 (centres undefined) | -14% | 0% | 4% |
| S=C(NCc1ccc(Cl)cc1Cl)NC1CCCCC1 | u | -10% | u |
| COc1ccccc1N1CCN(C(=O)C2CCCN(c3ncnc4c3nc3n4CCCCC3)C2)CC1 (centres undefined) | 16µM* | 2% | 15µM* |
| O=C(O)c1ccc(O)c(O)c1 | -12% | -16% | -5% |
| C/C(=N\NC(=O)COc1ccc(C(C)(C)C)cc1)c1ccc(N2CCOCC2)cc1 | u | -9% | u |
| COc1cccc(CN2CCN(Cc3ccon3)CC2CCO)c1 (centres undefined) | -2% | 2% | -14% |
| COC(=O)c1cccc(Oc2cccc(C(F)(F)F)c2)n1 | -3% | -4% | 7% |
| O=C(Nc1cccc(S(=O)(=O)Nc2ccccc2Cl)c1)c1ccc(N2CCCC2)c([N+](=O)[O-])c1 | -22% | -11% | -2% |
| COc1cc(C(=O)N[C@@H](C)C(=O)NCc2ccco2)cc(OC)c1OC | -3% | -6% | 30% |

Pulled by structure from the list above, 2 records:
| Molecule | TDP1 cell noCPT | KAT2A inh | TDP1 cell CPT |
| --- | --- | --- | --- |
| COc1cccc(CN2CCN(Cc3ccon3)CC2CCO)c1 (centres undefined) | -2% | 2% | -14% |
| CN(c1ccccc1)S(=O)(=O)c1cccc(NC(=O)c2nn(C)c(=O)c3ccccc23)c1 | u | -12% | u |

(listing goes on)
| Molecule | TDP1 cell noCPT | KAT2A inh | TDP1 cell CPT |
| --- | --- | --- | --- |
| Cn1c(SCC(=O)Nc2ccc3cn[nH]c3c2)nnc1-c1cnccn1 | u | -7% | u |
| O=C(C1CCCCN1S(=O)(=O)c1ccccc1)N1CCN(C(c2ccccc2)c2ccccc2)CC1 (centres undefined) | 21µM* | -13% | 23µM* |
| O=C(C1CN(C(=O)c2cc3cc(Cl)ccc3o2)c2ccccc2O1)N1CCCCC1 (centres undefined) | u | -9% | u |
| CC(Oc1ccc2c(-c3ccccc3)cc(=O)oc2c1)C(=O)N1CCC[C@@H]1C(N)=O (some centres undefined) | -3% | 0% | -4% |
| Cc1cc(C)c2c(=O)cc(C(=O)Nc3ccccc3C(F)(F)F)oc2c1 | -18% | -2% | 0% |
| CCN(CC)C(=O)c1sc(NC(=O)c2ccc3c(c2)OCO3)c(C#N)c1C | -27% | -1% | -5% |
| CCn1c(SCC(=O)NCc2ccccc2)nc2c(c1=O)SC(C)C2 (centres undefined) | -24% | -4% | 6% |
| CCc1ccccc1Nc1nn2c(=O)c3ccc(C(=O)NCCC4=CCCCC4)cc3nc2s1 | 15µM* | -3% | 16µM* |
| COc1ccc(C(=O)N2CCOCC2)cc1S(=O)(=O)N1CCCc2ccccc21 | u | -13% | -28% |
| CN(C)S(=O)(=O)N1CCC(Oc2cccc(C(=O)N3CCCCCCC3)c2)CC1 | u | -6% | u |
| CCN1C(c2ccccc2)=C(c2ccccc2)S/C1=C\C=C1/SC(=S)N(C)C1=O | 9.2µM* | x | 13µM* |
| Cc1ccc(C2=CC(=O)C[C@H](c3ccc4c(c3)OCO4)C2)cc1 | u | u | u |
| CN(C)S(=O)(=O)N1CCC(CCCC2CCN(S(=O)(=O)N(C)C)CC2)CC1 | u | x | u |
| CCOC(=O)CSc1nc2ccccc2c(=O)n1CC | 7% | 2% | -4% |
| CCOc1ccc(NC(=O)COc2ccc(C(=O)NCc3cccc(OC)c3)cc2OC)cc1 | u | 3% | u |
| O=C(NCCc1nc2ccccc2[nH]1)Nc1ccccc1 | -16% | -4% | -15% |
| COc1ccc(CCNC(=O)CSc2cn(CCNC(=O)c3c(F)cccc3F)c3ccccc23)cc1OC | u | -3% | u |
| CCOc1ccc(CCNC(=O)Cn2cccc2C(=O)c2ccccc2)cc1OCC | -4% | -3% | 12% |
| Cc1ccc(S(=O)(=O)N2CCC(=O)N(C(CO)Cc3ccccc3)CC2)cc1 (centres undefined) | -21% | 3% | -28% |
| COc1ccc(Cn2c(=O)n(Cc3ccco3)c(=O)c3oc4ccccc4c32)cc1 | 23µM* | -1% | u |
| COc1ccc(OC)c(S(=O)(=O)N2CCNCC2)c1 | 4% | 14% | -5% |
| O=C(/C=C/c1ccccc1[N+](=O)[O-])NCc1ccncc1 | u | -10% | -10% |
| CC1CCN(CC(=O)Nc2ccc(S(=O)(=O)NC3CC3)cc2)CC1 | -28% | -8% | -14% |
| Cc1ccc(NC(=O)c2cc3nc(-c4ccc5c(c4)OCO5)cc(C(F)(F)F)n3n2)cc1Cl | -9% | -7% | -4% |
| CN(C)S(=O)(=O)c1cccc(NC(=O)COC(=O)C2(c3ccccc3F)CCCC2)c1 | 13µM* | 0% | 18µM* |
| COc1ccc(CC(=O)NC2CCCCCC2)c(OC)c1 | 10% | -4% | -1% |
| CCN(c1ccccc1)S(=O)(=O)c1ccc(NC(=O)c2cc(=O)c3ccc(C)c(C)c3o2)cc1 | 12µM* | -5% | 10µM* |
| O=C(O)c1ccnc(SCC(=O)c2ccccc2)c1 | -3% | 0% | -12% |
| O=[N+]([O-])c1ccc2nc(CO)[nH]c2c1 | 0.5µM* | x | u |
| COC(=O)C(C)Sc1nc2c(cnn2-c2ccc(F)cc2)c(=O)[nH]1 (centres undefined) | 7%&-14% | 1%&-4% | 8%&-2% |
| CCN(CC)CCNC(Cc1ccccc1)c1cccc(OC)c1 (centres undefined) | u | x | u |
| COc1cccc(-c2nc(C(=O)NCCCN3CCOCC3)cc3c2[nH]c2ccccc23)c1 | 8.2µM* | -13% | 9.2µM* |
| CC1=C(C(=O)OCCOc2ccccc2)C(c2ccc(C)o2)C2=C(CC(C)(C)CC2=O)N1 (centres undefined) | u | -12% | u |
| COc1ccccc1NC(=O)c1ccc(NS(=O)(=O)c2cccc3cccnc23)cc1 | -20% | 21% | 2% |
| COc1ccc(NC(=O)Cc2c(SC)c3ccccc3n2Cc2ccccc2)cc1 | u | 0% | u |
| S=C(c1ccc(-c2ccc(Br)cc2)o1)N1CCOCC1 | u | -3% | u |

Not a retest: an excerpt of the list.
| Molecule | TDP1 cell noCPT | KAT2A inh | TDP1 cell CPT |
| --- | --- | --- | --- |
| COc1ccc(C2=CC(=O)C[C@H](c3ccc(F)cc3)C2)c(F)c1F | u | -7% | u |
| CN(C(=O)c1ccc(N2CCCCC2)c([N+](=O)[O-])c1)C1(C)CCS(=O)(=O)C1 (centres undefined) | u | -19% | -26% |
| COc1cccc2c(=O)c3ccoc3n(C)c12 | -4%[9.04 µM] | 7% | -2%[9.04 µM] |

Bioassay records as filed in PubChem.

A portion of the library; the hit share may differ from the screen's.
